Screening data (PubChem)
LEDGF integ inh: blockers of LEDGF/p75-dependent integrase strand transfer – biochemical, TR-FRET, high throughput, primary screen; HIV-1 integrase (with human LEDGF/p75); TR-FRET IN-LEDGF/p75 DNA integration, Eu/Cy5; inhibition, % at 3.7 µM; 370,000 compounds, 0.64% hits; AID 743269, 2014;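 active = inhibition above the screen-wide mean plus 3 SD, cut at about 13% in these data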;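 also: signal is the Cy5 over europium emission ratio at 671 and 618 nm; 0% = plate median of compound wells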
TDP2 inh: human TDP2 enzyme inhibitors, primary screen, biochemical, epi absorbance, recombinant enzyme; Tyrosyl-DNA phosphodiesterase 2 (Homo sapiens), O95551; T5PNP hydrolysis, p-nitrophenol absorbance 415 nm; 370,000 compounds, 0.34% hits; inhibition, % at 12.8 µM;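 active = inhibition above the mean of all tested compounds plus 3 SD, set per campaign, cut at about 25% in these data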;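 also: 0% = DMSO with enzyme and 100% = buffer with substrate but no TDP2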
Target sequence (O95551 whole entry, looked up): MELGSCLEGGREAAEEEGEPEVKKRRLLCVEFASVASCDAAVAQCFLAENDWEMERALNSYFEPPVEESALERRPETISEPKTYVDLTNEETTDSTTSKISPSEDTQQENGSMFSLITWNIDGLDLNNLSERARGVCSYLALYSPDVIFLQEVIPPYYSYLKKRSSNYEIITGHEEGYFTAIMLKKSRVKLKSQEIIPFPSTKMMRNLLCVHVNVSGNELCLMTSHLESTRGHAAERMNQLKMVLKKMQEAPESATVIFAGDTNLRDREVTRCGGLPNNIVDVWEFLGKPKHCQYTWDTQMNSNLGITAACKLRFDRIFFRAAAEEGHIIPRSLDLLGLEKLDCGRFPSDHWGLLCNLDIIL
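System: recombinant human TDP2 / Amount: 120 nM TDP2 per well / Also added: 5 mM T5PNP chromogenic substrate / Doses: 12.8 µM single point, 1% DMSO / Incubation: 2 h at 37 °C / Detection: p-Nitrophenol epi absorbance / Evaluation: % inhibition relative to enzyme-containing and enzyme-free wells / Repeats: singlicate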
PRMT1 FP inh: PRMT1 methyltransferase inhibitors, primary screen, biochemical, fluorescence polarization. Protein arginine N-methyltransferase 1 (Homo sapiens), Q99873. inhibition, % at 2.79 µM. 370,000 compounds, 1.3% hits. recombinant PRMT1, activity-based probe fluorescence polarization. AID 652257, 2013;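 active = inhibition above about 21% made by adding two undisclosed values, limit read from the data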
rCAG binder: binders of r(CAG) RNA repeats, primary screen, biochemical, fluorescence | inhibition, % at 3 µM | r(CAG) RNA repeat, TO-PRO-1 dye displacement fluorescence | 370,000 compounds, 1.3% hits | AID 651821, 2012;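 active = inhibition above the plate cutoff, the mean of all test compounds on that plate plus 3 SD, cut at about 35% in these data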;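 also: 0% = DMSO alone and 100% = 100 µM mitoxantrone as full dye displacement; higher means more dye released from RNA so lower well fluorescence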
ABHD4 inh: ABHD4 inhibitors, primary screen, biochemical, fluorescence polarization, mouse; (Lyso)-N-acylphosphatidylethanolamine lipase (Mus musculus), Q8VD66; purified mABHD4, FP-Rh probe fluorescence polarization; inhibition, % at 8.92 µM; 370,000 compounds, 0.54% hits;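 active = inhibition exceeding the mean over every tested compound plus 3 SD, cut at about 30% in these data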;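 also: 0% = plate median of compound wells and 100% = S159A mutant with DMSO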
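Doses – 8.92 µM, single dose · Material – wild-type mouse ABHD4 protein · Replication – single well per compound (singlicate) · Measure – percent inhibition of probe binding, normalized to plate controls · Schedule – 45 min compound pre-incubation plus 60 min probe step, 25 °C · Detection – fluorescence polarization with parallel and perpendicular emission, 525/598 nm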
TCR CD3 inh: inhibitors of human TCR-CD3 interaction, primary screen, biochemical, fluorescence, TAMRA-labeled TCR probe; T-cell receptor (TCR); inhibition, % at 9.4 µM; 360,000 compounds, 0.37% hits; in the data active = inhibition above about 19%;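 also: recombinant mutant TCR 2C K166C tagged with TAMRA read by polarization; 0% = receptor in buffer alone and 100% = receptor with positive control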
NPR2 activator: human GC-B receptor activators, primary screen, HEK293 GC-B cells, cGMP TR-FRET, EC30 CNP | 0% at EC30 CNP, 100% saturating CNP | activation, % at 10 µM | AID 1920062, 2024 | Atrial natriuretic peptide receptor 2 (Homo sapiens), P20594 | 370,000 compounds, 0.11% hits;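 active = activation at 10 µM reaching about 35% in either raw or pattern-adjusted values, limit read from the data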
MBD2 inh: inhibitors of MBD2 binding to methylated DNA, primary screen, biochemical, TR-FRET, DNA-binding domain, human; MBD2 binding to methylated oligonucleotide; inhibition, % at 4.4 µM; 370,000 compounds, 0.31% hits; AID 686964, 2013; in the data active = inhibition above about 13%
Target sequence (Q9UBB5 whole entry, looked up, the tested form may be a part): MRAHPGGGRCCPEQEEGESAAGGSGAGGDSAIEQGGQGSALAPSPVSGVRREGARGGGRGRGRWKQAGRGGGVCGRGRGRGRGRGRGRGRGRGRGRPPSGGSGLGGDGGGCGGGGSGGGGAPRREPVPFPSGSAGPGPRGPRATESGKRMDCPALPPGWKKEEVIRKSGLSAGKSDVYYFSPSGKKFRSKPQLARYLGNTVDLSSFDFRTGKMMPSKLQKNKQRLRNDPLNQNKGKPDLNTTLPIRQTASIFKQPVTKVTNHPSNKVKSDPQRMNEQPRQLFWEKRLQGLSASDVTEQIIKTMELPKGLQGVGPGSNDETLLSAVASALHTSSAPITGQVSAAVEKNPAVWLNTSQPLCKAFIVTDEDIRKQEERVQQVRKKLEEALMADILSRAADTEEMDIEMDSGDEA
HTRA1 inh: HTRA1 serine protease inhibitors, primary screen, biochemical, fluorescence polarization, HTS | recombinant HTRA1, FP-rhodamine activity-based probe | AID 504803, 2011 | inhibition, % at 5.96 µM | Q92743 | 340,000 compounds, 0.5% hits; in the data active = inhibition above about 36%;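 also: 0% = enzyme with DMSO and 100% = wells lacking enzyme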
SIAE primary: human SIAE inhibitors, primary screen, biochemical, fluorescence polarization, FP-Rh probe, 1536-well HTS; SIAE FP-Rh probe binding; inhibition, % at 9.66 µM; 370,000 compounds, 0.69% hits; Sialate O-acetylesterase (Homo sapiens), Q9HAT2; AID 1053197, 2014;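 active = inhibition above a cutoff: mean of compounds within the control limits plus 3 SD of those, cut at about 17% in these data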;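 also: 0% = plate median of compound wells and 100% = probe without SIAE protein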
An asterisk follows results filed as active; / = not tested or not shown. The list is partial; the hit share may differ from the screen's.

SMILES | LEDGF integ inh | TDP2 inh | PRMT1 FP inh | rCAG binder | ABHD4 inh | TCR CD3 inh | NPR2 activator | MBD2 inh | HTRA1 inh | SIAE primary
CC(=O)Nc1sc(C)c(C)c1C(=O)OCC(=O)Nc1cccc(C)c1 | 10.0 | 16.0 | 4.2 | 3.8 | 4.9 | -5.4 | 3.7 | 3.3 | 2.6 | 3.3
COc1ccccc1-c1ccc(=O)n(CC(=O)Nc2ccc(C(=O)N3CCCC3)cc2)n1 | 1.8 | -3.6 | 1.4 | 1.1 | 0.0 | -3.4 | -2.4 | 0.1 | 5.7 | 6.8
COc1ccccc1OCc1ccc(C(=O)Nc2cc(OC)c(OC)c(OC)c2)o1 | 1.9 | -5.1 | -2.4 | -3.0 | 1.1 | 2.8 | 1.1 | -4.7 | 5.2 | -5.0
COC(=O)c1sc2nc(CSc3ccc(Br)cc3)[nH]c(=O)c2c1C | 2.3 | -12.6 | -5.5 | 8.5 | -5.2 | 1.9 | -6.0 | -7.4 | -5.4 | -18.8
CC(C)[C@H](NC(=O)OC(C)(C)C)c1nnc(SCc2cccc(F)c2)o1 | -0.5 | -10.9 | -0.4 | -7.2 | 1.0 | 1.9 | -1.7 | 2.4 | -3.6 | -0.5
Cc1ccc(S(=O)(=O)CCNC(=O)Cc2ccccc2)cc1 | -3.5 | -0.9 | -0.4 | 3.3 | -2.0 | -1.7 | 7.2 | -1.1 | 5.2 | 3.8
COc1ccc(NC(=O)NCCN2CCN(c3cccc(Cl)c3)CC2)cc1 | 0.6 | -6.0 | -1.5 | 0.6 | 5.6 | -2.8 | -0.9 | 0.1 | 1.9 | -1.3
N#C/C(=C\c1cc(O)c(O)c(O)c1)C(N)=O | 67.9* | -2.5 | 58.6* | 1.2 | 38.5* | 31.7* | -12.0 | 31.7* | 17.9 | 0.1
CCCCNC(=O)C1CC(c2ccccc2[N+](=O)[O-])=NO1 (stereo unspecified) | 1.5 | 4.0 | -2.5 | -3.2 | -3.0 | 3.6 | 1.1 | 0.7 | 2.2 | -0.8
O=C(CNC(=O)c1ccc(Br)o1)NNC(=O)c1n[nH]c(=O)c2ccccc12 | 0.4 | 2.4 | 1.0 | 2.4 | 1.1 | 9.1 | 4.0 | 1.3 | -2.5 | 2.3
CCC1=NN(C(=O)Cc2ccc(OC)c(OC)c2)C(O)(C(F)(F)F)C1 (stereo unspecified) | -4.4 | -3.0 | 1.3 | -4.6 | 7.8 | -7.4 | 1.7 | -0.8 | -2.7 | -8.2
CCOC(=O)c1csc(NC(=O)c2ccc(S(=O)(=O)N3CCCC3)cc2)n1 | -0.5 | 1.9 | 0.0 | -3.1 | 10.6 | -2.5 | 1.5 | -0.1 | 1.5 | -3.9
O=C(c1cccs1)c1coc2ccc(O)cc12 | 0.7 | 8.1 | 2.2 | 1.2 | 1.6 | 7.4 | -2.8 | -0.6 | -7.3 | 3.2
O=C1NCCN(Cc2ccc(Cl)c(F)c2)C1CC(=O)N1CCCO1 (stereo unspecified) | 0.6 | -14.0 | 0.1 | -0.5 | 2.1 | 8.7 | 8.2 | -4.6 | -8.0 | 5.6
COc1cc(NC(=O)c2ccc3c(c2)C(=O)N(CCC(C)C)C3=O)c(C(=O)O)cc1OC | 0.0 | 2.1 | -2.2 | 6.0 | 3.1 | 9.6 | -0.1 | 1.4 | 5.1 | 4.4
S=c1[nH]nc(-c2ccccn2)n1/N=C/c1ccc(Cl)cc1 | -3.5 | -4.6 | 8.0 | -3.6 | -10.7 | 2.4 | -11.7 | 7.3 | 2.5 | -0.1
CCN(C(=O)COC(=O)c1oc2ccccc2c1C)c1c(N)n(Cc2ccccc2)c(=O)[nH]c1=O | -2.3 | 3.7 | 1.9 | 2.4 | 0.8 | 3.0 | 0.6 | -0.5 | -8.2 | -0.5
COCCCNC(=S)N1CCN(c2nc(-c3ccc(Cl)cc3)cs2)CC1 | 2.6 | -2.4 | -1.5 | 4.1 | -16.2 | -1.1 | -4.2 | 2.8 | -5.7 | 5.3
CCN(c1ccc(Cl)cc1)S(=O)(=O)c1nnc(NC(=O)C(C)C)s1 | 2.9 | -5.8 | -5.7 | 2.4 | -3.6 | -4.6 | 1.4 | -3.0 | 4.0 | -3.6
O=S(=O)(NCc1ccccn1)c1ccccn1 | -2.8 | 3.6 | -2.2 | 0.2 | 1.6 | 5.0 | 3.0 | -0.6 | -6.2 | -1.7
COc1ccc(NC(=O)COc2cccc3c2CCN(Cc2cccnc2)C3=O)cc1 | -3.3 | -7.6 | 0.2 | 0.0 | -5.5 | -8.8 | 4.4 | 5.8 | 1.0 | -2.4
O=C(Nc1cc(Cl)ccc1Oc1ccccc1)c1ccccc1F | 2.2 | 0.2 | -1.2 | 3.1 | -10.0 | 8.7 | 2.4 | 1.6 | -19.9 | 0.5
COc1ccc([C@H]2C[C@@H](n3cc(C4CC4)nn3)[C@H](O)CN2Cc2cccs2)cc1 | -1.7 | -2.4 | 0.5 | -0.3 | -1.7 | 1.3 | -6.4 | 0.9 | -4.7 | -0.3
CCOc1cc(CNCCc2ccccc2)ccc1OCC(=O)NC(C)(C)C | 1.0 | -20.3 | -2.4 | -0.7 | -6.8 | -0.4 | -9.2 | -4.8 | 5.1 | -4.0
O=C(O)COCC(=O)Nc1ccccc1-c1ccccc1 | -2.9 | -3.4 | 0.1 | -2.5 | 2.9 | 4.3 | 4.6 | 3.8 | 8.0 | -1.3
CC(C)CN1C(=O)c2ccc(C(=O)Nc3c[nH]c(=O)[nH]c3=O)cc2C1=O | 3.7 | -7.2 | -3.4 | 0.8 | -8.4 | -2.1 | 1.2 | 0.3 | 2.0 | 5.3
COc1ccc(NC(=O)COc2ccc3c(C)cc(=O)oc3c2)cc1S(=O)(=O)N1CCCCC1 | 3.7 | 7.6 | -2.3 | 3.9 | -4.9 | -5.9 | -4.8 | -4.9 | -4.7 | -10.4
CCN1C(=O)/C(=c2\sc3nc(=O)c(Cc4ccccc4)nn3c2=O)c2ccccc21 | -1.1 | 8.9 | 10.3 | 0.2 | 2.4 | 5.0 | 0.6 | 4.5 | 5.3 | -0.4
COc1ccc(NC(=O)COC(=O)c2ccc([N+](=O)[O-])o2)cc1Cl | 3.0 | 20.8 | -1.3 | 1.4 | 0.4 | 1.4 | -2.1 | -8.5 | 11.5 | 3.0
CN(Cc1ccco1)C(=O)CN1C(=O)NC2(CCCCC2)C1=O | 7.1 | -6.8 | 4.1 | 0.2 | 5.2 | -5.5 | -2.4 | -5.8 | -6.6 | 7.7
CCN(CC)c1ccc(/C=N/NC(=O)C2CC2)cc1 | -2.6 | -3.7 | 3.2 | -4.2 | 3.9 | -1.7 | -4.3 | 1.7 | -5.5 | 2.8
COc1ccc(C2/C(=C(/O)c3ccc(C)cc3)C(=O)C(=O)N2C)cc1 (stereo unspecified) | -1.3 | -14.7 | 3.8 | 7.4 | 1.0 | 1.8 | -5.2 | -4.2 | -5.4 | 12.0
CCc1noc(C)c1C(=O)OC(C)C(=O)Nc1ccccc1OC (stereo unspecified) | 4.1 | -2.5 | -7.0 | -5.1 | 4.8 | 1.9 | -2.0 | 4.8 | 2.6 | 5.3
Cc1cccc(C(=O)NC2CCN(C(=O)Nc3ccccc3C)CC2)c1 | 6.0 | 4.2 | -2.7 | -3.5 | -4.9 | 2.9 | -2.8 | -1.8 | 4.1 | 13.4
CCSc1nc(=S)n(CC)c(C)c1C(C)=O | -0.1 | 0.0 | 0.3 | -2.3 | -3.1 | 7.8 | 1.2 | 2.3 | 2.8 | 7.6
CCCCCCCCN1C(=O)[C@H](CC(=O)NCc2ccc(OC)c(OC)c2)C[C@@]2(C(=O)OCC)CCC=C12 | -0.8 | -9.3 | -1.9 | 3.1 | 3.6 | 6.3 | -0.7 | -0.1 | / | -0.2
CN1CCN(CCNC(=O)c2cn(Cc3ccccc3F)nn2)CC1 | -0.9 | -9.6 | -7.6 | -1.0 | 1.1 | 4.7 | 1.0 | 0.5 | 8.1 | -4.3
CCc1nc2sc3c(c2c(=O)o1)CCCC3 | 5.6 | 4.1 | 4.8 | 3.2 | 5.0 | -1.8 | 6.3 | -4.5 | 6.2 | 20.5*
O=C(O)/C(=C/c1ccco1)NC(=O)c1ccc(Br)o1 | 12.3 | 8.8 | 29.0* | 2.4 | 19.7 | -0.8 | -0.8 | 3.4 | 2.7 | 6.1
Cc1nnc(SCC(=O)Nc2ccc(Cl)cn2)[nH]c1=O | 0.5 | -9.6 | 5.2 | 3.5 | 4.0 | 4.7 | 1.0 | -2.4 | 4.8 | 2.7
COC(=O)C1CCN(S(=O)(=O)c2ccc(NC(C)=O)cc2)CC1 | 9.9 | 7.1 | -2.8 | -1.9 | -1.6 | 0.3 | 0.1 | -2.6 | 3.1 | 6.3
COc1cc(NC(=O)c2ccc([N+](=O)[O-])cc2)ccc1NC(=O)C(C)C | 1.1 | -1.9 | -1.6 | -1.6 | 0.6 | 2.1 | 4.5 | -3.1 | / | 2.3
COc1cc(OC)cc(OC2(C)CCN(Cc3ccc(OC(C)C)cc3)C2)c1 (stereo unspecified) | 6.1 | -9.9 | -6.3 | -1.6 | 2.8 | 5.5 | -2.1 | 2.2 | / | 2.8
O=C(Oc1ccccc1C(=O)N1CCOCC1)c1ccc(Br)cc1 | -3.0 | -5.2 | 0.3 | -7.3 | 2.1 | 3.6 | -6.7 | 1.7 | 1.2 | -1.1
CC12CN3CC(C)(CN(C1)C3c1ccc(Cl)cc1Cl)C2=O (stereo unspecified) | 3.4 | 14.3 | -2.2 | -1.9 | -1.4 | -4.0 | -5.5 | -0.6 | -1.7 | 0.0
COc1ccc(C(=O)CSc2nc(N)nc(SC)c2C#N)cc1 | -0.3 | 1.0 | -0.8 | 4.9 | -4.8 | 9.3 | 0.3 | 1.3 | -0.8 | -16.9
CC(C)C[C@H](NS(=O)(=O)c1ccc(Br)cc1)C(=O)O | 0.8 | -0.4 | 1.0 | -0.7 | 1.7 | -5.5 | -2.5 | -1.0 | 1.1 | 5.9
O=C(OCCN1CCCCC1)c1ccccc1Br | 3.8 | 10.1 | -1.0 | -0.2 | 1.3 | 3.2 | 4.8 | 2.3 | -5.5 | -4.0
